# Source: PubChem (several laboratories)
# PDI turbidity: inhibitors of human protein disulfide isomerase; P07237; PDI insulin aggregation turbidity, A650, 90 min; inhibition, % at 10 µM; actives 0.052% (n = 350,000); AID 588391;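 active means mean inhibition across replicates of 30% or more, whatever share of single replicates reach that level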;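 further: absorbance from insulin aggregation driven by PDI reduction with DTT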
# Target sequence (P07237 whole entry, looked up): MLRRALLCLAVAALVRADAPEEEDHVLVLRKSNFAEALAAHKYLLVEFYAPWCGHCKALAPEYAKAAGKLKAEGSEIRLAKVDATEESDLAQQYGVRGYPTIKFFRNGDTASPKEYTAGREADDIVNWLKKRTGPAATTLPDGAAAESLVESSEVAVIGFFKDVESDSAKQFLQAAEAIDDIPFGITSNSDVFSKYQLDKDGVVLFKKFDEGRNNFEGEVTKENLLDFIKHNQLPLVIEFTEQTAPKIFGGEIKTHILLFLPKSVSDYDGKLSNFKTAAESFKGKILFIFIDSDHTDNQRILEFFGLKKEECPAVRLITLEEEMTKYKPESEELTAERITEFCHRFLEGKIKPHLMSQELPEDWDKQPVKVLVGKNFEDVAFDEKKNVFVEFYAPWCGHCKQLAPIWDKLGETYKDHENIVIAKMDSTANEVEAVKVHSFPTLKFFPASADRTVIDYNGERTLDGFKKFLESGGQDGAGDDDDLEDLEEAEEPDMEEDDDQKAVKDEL
# NR2E3 ag-1: activates human NR2E3 receptor | Q9Y5X4 | CHO-S Gal4-NCOR/VP16-NR2E3 two-hybrid, luciferase | inhibition of corepressor binding, % at 3.98 µM | actives 0.35% (n = 360,000) | AID 602229;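 active means inhibition above the mean of all tested compounds plus 3 SD, cut at about 70% in these data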;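 further: 0% = DMSO with NR2E3 transfected cells and 100% = cells lacking NR2E3 construct; higher means lower luciferase signal from less NR2E3 corepressor binding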
# Target sequence (Q9Y5X4 whole entry, looked up, the tested form may be a part): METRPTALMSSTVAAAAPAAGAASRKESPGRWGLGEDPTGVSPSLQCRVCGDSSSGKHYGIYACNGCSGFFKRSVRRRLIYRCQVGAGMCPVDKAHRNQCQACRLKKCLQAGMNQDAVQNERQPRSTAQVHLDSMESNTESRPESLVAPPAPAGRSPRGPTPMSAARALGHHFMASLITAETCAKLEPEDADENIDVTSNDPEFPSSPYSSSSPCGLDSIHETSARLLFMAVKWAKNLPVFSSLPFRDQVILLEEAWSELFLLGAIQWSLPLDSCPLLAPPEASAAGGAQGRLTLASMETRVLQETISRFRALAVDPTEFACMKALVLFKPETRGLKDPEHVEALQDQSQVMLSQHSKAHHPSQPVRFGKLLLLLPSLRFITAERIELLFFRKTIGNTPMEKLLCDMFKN
# CF NFkB inh: inhibitors of cystic fibrosis induced NF-kB; AID 588850; actives 0.86% (n = 360,000); inhibition, % at 5 µM; KKLEB NF-kB-GFP reporter, PAF-induced, GFP fluorescence overnight;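 active means at least 50% inhibition at 5 µM, scaled per plate between neutral and stimulator controls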;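 further: PAF is a Pseudomonas aeruginosa culture filtrate used as stimulus; plate controls were PAF-stimulated DMSO wells for no effect and unstimulated DMSO wells for full effect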
# Shn3 inh set2: Schnurri-3 reporter inhibition in Clone20 osteoblasts. Clone20 osteoblast Shn3 3'UTR firefly luciferase, 24 h. inhibition, % at 12.5 µM. actives 0.52% (n = 360,000). AID 588674;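 active means mean inhibition of at least 75% with every replicate also reaching 75%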;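 further: 0% = median of neutral control wells and 100% = pilot-screen positive control compound; some compounds past the cut are filed as inactive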
# MITF TRPM1 inh: reduces MITF-dependent TRPM1 promoter luciferase signal. SK-MEL-5 TRPM1 promoter luciferase, 24 h. AID 488899. inhibition, % at 12.5 µM. actives 0.83% (n = 330,000);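 active means mean inhibition across replicates of 60% or more, whatever share of single replicates reaches that level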; further: values of inactives mirror those of a sister screen read the other way
# KKLEB cytotox: counter-screen for CF NF-kB inhibitors: cytotoxicity; activity change (cytotoxicity), % at 5 µM; AID 602141; actives 0.36% (n = 360,000); KKLEB CF airway cells viability, ATPlite luminescence, overnight; active compounds read low; cells stimulated with P. aeruginosa culture filtrate;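 active means corrected activity change at or below -50% at 5 µM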
# Peg3 prom inh: inhibitors of Peg3 promoter; actives 1.7% (n = 360,000); inhibition, % at 20 µM; AID 588405; HeLa PEG-Prom luciferase reporter, luminescence, overnight;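 active means inhibition of at least 50% at 20 µM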
# HIF-2a inh: inhibitors of HIF-2a; 786-0 RCC cells HIF-2a reporter, luciferase luminescence, overnight; inhibition, % at 18.8 µM; actives 0.72% (n = 360,000);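 active means inhibition of the luminescence signal of 40% or more relative to plate controls, in a single-dose primary screen at 18.75 µM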
# Vif inh: inhibitors of HIV Vif | inhibition, % at 7.49 µM | HEK293T cells, Vif self-association by quenched fluorescence, imaging, 24 h | actives 0.35% (n = 340,000); in the data active means inhibition above about 50%, passing the limit was not always enough; further: some results filed as inactive read as strong as hits
# NR2E3 ag-2: activates human photoreceptor nuclear receptor NR2E3; actives 0.12% (n = 320,000); Q9Y5X4; GST-NR2E3/biotin-RetCOR TR-FRET, 1536-well; inhibition of corepressor binding, % at 4.78 µM; AID 2300;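 active means percent inhibition above the cutoff of mean plus 3 SD of all tested compounds, set per screening campaign, cut at about 20% in these data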;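 further: 0% = DMSO wells and 100% = biotin wells as full block of FRET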
#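 Format: 1536-well format; test system: GST-NR2E3 and biotin-RetCOR proteins; read-out basis: percent inhibition of TR-FRET ratio; timing: 5 h incubation at 4 °C; detection: time-resolved FRET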
# CaV13 ICDI inh: Primary screen for inhibitors of IQ motif and Ca2+-dependent inactivation inhibitor domain binding in CACNA1D, Förster resonance energy transfer in living cells, …; actives 0.098% (n = 340,000); HEK cells, CFP/YFP FRET ICDI-IQ, plate reader, 10 min; percent FRET-ratio fall versus neutral wells; inhibition, % at 12.3 µM; AID 743397;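 active means mean replicate inhibition of at least 30% and at least 1% of replicates passing that level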;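 further: 0% = median of the neutral control wells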
# An asterisk follows results filed as active; / = no result given; & = joins results of further samples.
1: CCOc1ccc(S(=O)(=O)N2CCOCC2)cc1NC(=O)CSCC(=O)Nc1ccc(C)cc1
2: C#Cc1ccc(C(=O)Nc2ccc(N3CCC(C)CC3)c(C(N)=O)c2)cc1
3: O=C(Nc1cccc2ccccc12)c1cccc([N+](=O)[O-])c1
4: CCn1c(SCC(=O)Nc2cc3oc4ccccc4c3cc2OC)nnc1-c1cccs1
5: COc1ccc(Cc2nc3ccc(C(=O)N(C)CCn4ccnc4)cc3o2)cc1OC
6: C/C(=N\NS(=O)(=O)c1ccc(C)c([N+](=O)[O-])c1)c1cc2ccccc2o1
7: O=C(Cc1ccc(Cl)c(Cl)c1)Nc1ccc(SC(F)F)cc1
8: OCCN1CCN(C(=S)Nc2cccc(C(F)(F)F)c2)CC1
Assay by compound	1	2	3	4	5	6	7	8
PDI turbidity	-3	-1	-8	1	-1	11	5	-9&5
NR2E3 ag-1	-31	-7	-24	-8	-66	19	-39	-10&-2
CF NFkB inh	18	-9	0	0	-15	6	61*	7&10
Shn3 inh set2	1	0	3	-20	-62	-5	-25	28&2
MITF TRPM1 inh	-4	/	3	0	-5	9	-16	-9&8
KKLEB cytotox	-5	7	-7	6	-4	-9	-65*	9&11
Peg3 prom inh	10	2	-12	-12	-139	28	-111	9&12
HIF-2a inh	12	-4	-1	-69	-152	8	-190	-4&4
Vif inh	-3	0	6	-9	-6	-1	1	3&-4
NR2E3 ag-2	1	1	4	2	1	2	0	3
CaV13 ICDI inh	/	-15	-17	-4	-7	-6	-4	-6&-3

# Four compounds from above, ordered by their value in NR2E3 ag-2, lowest first:
no. | canonical_smiles | NR2E3 ag-2
7 | O=C(Cc1ccc(Cl)c(Cl)c1)Nc1ccc(SC(F)F)cc1 | 0
5 | COc1ccc(Cc2nc3ccc(C(=O)N(C)CCn4ccnc4)cc3o2)cc1OC | 1
6 | C/C(=N\NS(=O)(=O)c1ccc(C)c([N+](=O)[O-])c1)c1cc2ccccc2o1 | 2
3 | O=C(Nc1cccc2ccccc12)c1cccc([N+](=O)[O-])c1 | 4

# (more compounds)
9: C[C@H](CO)N1C[C@H](C)[C@@H](CN(C)Cc2ccc(Cl)c(Cl)c2)OCCCC[C@H](C)Oc2ccc(NC(=O)CCC(F)(F)F)cc2C1=O
10: O=C(Cn1cccc1C(=O)c1ccccc1)NCCC1=CCCCC1
11: O=C(Nc1ccc(S(=O)(=O)Nc2ccccc2)cc1)c1ccc(CN2CCOCC2)cc1
12: Cc1cc(C)c(S(=O)(=O)N2CCN(C(=O)c3cc(=O)[nH]c4ccccc34)CC2)c(C)c1
13: O=C(c1ccco1)N1CCN(c2ncnc3scc(-c4ccccc4)c23)CC1
14: CCCCN(C=O)c1c(CC)nc2ccc(C(=O)N3CCCCC3)cn12
15: CCC(C(=O)NCCC(C)C)N(Cc1ccccc1Cl)C(=O)c1snc(C(N)=O)c1N (configuration not stated)
16: CC1CCC(NC(=O)CCS(=O)(=O)c2ccc3c(c2)NC(=O)C(C)S3)CC1 (configuration not stated)
Assay by compound	9	10	11	12	13	14	15	16
PDI turbidity	2	2	0	0	-6	-16	-1	-3
NR2E3 ag-1	-6	-11	1	17	-3	7	17	7
CF NFkB inh	12	-25	-8	17	24	4	19	12
Shn3 inh set2	19	7	72	15	0	6	12	-9
MITF TRPM1 inh	/	-6	33	4	-2	/	-6	-11
KKLEB cytotox	-6	7	14	-15	-7	-2	-11	5
Peg3 prom inh	4	17	8	28	28	-6	22	-26
HIF-2a inh	-6	4	20	11	26	9	6	-25
Vif inh	-5	1	2	-2	3	12	-4	-5
NR2E3 ag-2	/	-3	3	-1	2	/	5	1
CaV13 ICDI inh	-3	-4	-2	-5	-3	-17	-20	-4

17: C/C(=N/NC(=O)c1ccc(C)s1)c1cccc(NC(=O)c2ccoc2C)c1
18: O=C(CSCc1ccc(F)cc1)NCc1ccco1
19: O=C1OCCC1Sc1nc(-c2ccccc2)cs1 (configuration not stated)
20: O=S(=O)(c1ccc(OCC(O)CN2CCCCC2)cc1)N1CCOCC1 (configuration not stated)
21: N#Cc1c(Nc2ccccc2)sc(C(=O)c2ccc(F)cc2)c1N
22: CC(C)Nc1nc(SC(C)C(=O)Nc2ccccc2)nc(N(C)C)n1 (configuration not stated)
23: O=C(Cc1cccc2ccccc12)Nc1cc(C(=O)O)cc(C(=O)O)c1
24: COc1ccc(N2CCN(S(=O)(=O)CCNC(=O)/C=C/c3ccccc3)CC2)cc1
Assay by compound	17	18	19	20	21	22	23	24
PDI turbidity	-4	-8	2	6	-4	20	15	-5
NR2E3 ag-1	-39	-9	17	-16	20	-15	-12	-10
CF NFkB inh	-12	20	-9	11	24	-1	7	22
Shn3 inh set2	-1	-25	6	-1	22	12	4	8
MITF TRPM1 inh	-19	-17	-10	-8	6	17	0	9
KKLEB cytotox	12	-7	7	-15	-40	1	3	-6
Peg3 prom inh	-64	45	3	4	16	18	7	8
HIF-2a inh	-54	-12	18	7	18	19	13	9
Vif inh	-5	-1	16	-5	-12	-3	2	6
NR2E3 ag-2	0	2	3	2	-2	3	0	1
CaV13 ICDI inh	/	-9	-1	-4	-6	-3	-21	-6

# Pulled by structure from the list above, four records:
20: O=S(=O)(c1ccc(OCC(O)CN2CCCCC2)cc1)N1CCOCC1 (configuration not stated)
24: COc1ccc(N2CCN(S(=O)(=O)CCNC(=O)/C=C/c3ccccc3)CC2)cc1
23: O=C(Cc1cccc2ccccc12)Nc1cc(C(=O)O)cc(C(=O)O)c1
17: C/C(=N/NC(=O)c1ccc(C)s1)c1cccc(NC(=O)c2ccoc2C)c1
Assay by compound	20	24	23	17
PDI turbidity	6	-5	15	-4
NR2E3 ag-1	-16	-10	-12	-39
CF NFkB inh	11	22	7	-12
Shn3 inh set2	-1	8	4	-1
MITF TRPM1 inh	-8	9	0	-19
KKLEB cytotox	-15	-6	3	12
Peg3 prom inh	4	8	7	-64
HIF-2a inh	7	9	13	-54
Vif inh	-5	6	2	-5
NR2E3 ag-2	2	1	0	0
CaV13 ICDI inh	-4	-6	-21	/

# Remaining list, next part:
25: C[C@@H]1CN([C@@H](C)CO)C(=O)c2cc(NS(C)(=O)=O)ccc2O[C@@H]1CN(C)S(=O)(=O)c1ccccc1
26: O=C(CC(c1ccccc1)c1cc(Cl)ccc1O)NCCCN1CCOCC1 (configuration not stated)
27: C=C(C)[C@H]1CC=C(C)/C(=N/NC(=O)CNc2ccccc2OC)C1
28: Cc1ccc(C(N)=O)cc1S(=O)(=O)Nc1cccc(C)c1C
29: COc1ccc(-n2c(CN3CCN(Cc4ccccc4)CC3)nc3ccc([N+](=O)[O-])cc3c2=O)c(OC)c1
30: Cc1c(Cl)cccc1NC(=O)CNC(=O)c1ccc(F)cc1
31: Cc1ccc(S(=O)(=O)N2[C@@H](c3ccc(Br)cc3)C(C(=O)O)=CC[C@H]2c2ccc(Cl)cc2)cc1
32: C#CCSc1nc(=O)c2cccnc2n1-c1ccc(C)cc1
Assay by compound	25	26	27	28	29	30	31	32
PDI turbidity	-3	2	-1	-7	-14	-5	-2	21
NR2E3 ag-1	-13	-16	-13	-6	-17	-3	22	2
CF NFkB inh	-20	-6	-15	11	10	27	18	8
Shn3 inh set2	-1	-4	-19	6	1	-26	4	-3
MITF TRPM1 inh	-7	0	-16	9	6	8	-9	6
KKLEB cytotox	0	-1	10	5	-13	-2	8	-8
Peg3 prom inh	-16	12	-68	3	14	5	7	5
HIF-2a inh	-21	13	-112	15	7	5	16	20
Vif inh	21	-4	8	-20	2	6	-3	2
NR2E3 ag-2	/	/	-3	-1	-2	-2	/	1
CaV13 ICDI inh	-3	-5	-7	-4	-16	-4	-4	-13

33: COc1ccc(NC(=O)C2(C)Cc3c(-c4cccc(NC(C)=O)c4)ccnc3O2)cn1 (configuration not stated)
34: CCOc1ccc(-c2nnc(SCC(=O)O)n2Cc2ccccc2)cc1
35: CCCNC(=O)CCn1cc(-c2ccc(OC)cc2)nc1-c1ccncc1
36: Cc1cccc(C)c1NC(=O)CNc1ccccc1
37: CCN(CC(=O)Nc1ccc(OC)cc1)C(=O)Cc1ccsc1
38: O=C(NNC(=O)C12CC3CC(CC(C3)C1)C2)c1csc(N2CCOCC2)n1
39: COc1cc(Cl)ccc1OCc1cc(C(=O)N(C)CCc2cnn(C)c2)no1
40: CCOc1ccc(C(C)=O)cc1N1C(=O)C2C3C=CC(C3=C(C)C)C2C1=O (configuration not stated)
Assay by compound	33	34	35	36	37	38	39	40
PDI turbidity	7	-8	-6	7	-5	1	10	-1
NR2E3 ag-1	-21	-22	-3	-45	17	-12	-94	-21
CF NFkB inh	30	8	22	-8	-18	9	-12	2
Shn3 inh set2	-15	-19	-22	3	8	-9	-119	-6
MITF TRPM1 inh	/	-1	0	-4	-3	-14	-69	0
KKLEB cytotox	-14	-9	-15	15	6	-2	3	-8
Peg3 prom inh	-3	7	-2	-20	-10	-6	-185	21
HIF-2a inh	26	14	9	-40	10	9	-207	-3
Vif inh	58*	26	-2	-3	3	-5	-5	-3
NR2E3 ag-2	/	-1	2	-4	1	5	2	-3
CaV13 ICDI inh	-6	1	-12	-5	-2	-5	-5	-7

41: O=S(=O)(c1ccc(F)cc1)N1CCN(S(=O)(=O)c2cccs2)CC1
42: O=C(O)CSCC(=O)N1CCc2c([nH]c3ccccc23)C1C(F)(F)F (configuration not stated)
43: CCN(C(=O)COC(=O)c1cc(C)n(-c2ccc(F)cc2)c1C)C1CCS(=O)(=O)C1 (configuration not stated)
44: COc1ccccc1NC(=O)/C(N=Nc1ccc(C)c(S(=O)(=O)Nc2ccccc2Cl)c1)=C(\C)O
45: CC(C)(C)CCN1CCC(CN2CCNC(=O)C2=O)CC1
46: Cc1cc([N+](=O)[O-])c(NC2CCCCC2)c([N+](=O)[O-])c1
47: CCC1CCCCN1S(=O)(=O)c1ccc(-n2cnnn2)c(C)c1 (configuration not stated)
48: Cc1ccc(N2CCN(C(=O)C3CCN(S(=O)(=O)c4cccc5nsnc45)CC3)CC2C)cc1 (configuration not stated)
49: CCOC(=O)c1ccc(NC(=O)CSc2nnc(C3CC3)n2C)cc1
50: COC(=O)C1=C(C)N(Cc2ccccc2)C(=O)N[C@H]1c1ccccc1
Assay by compound	41	42	43	44	45	46	47	48	49	50
PDI turbidity	1	-5	0	-8	-6	-17	15	-2	-4	-1
NR2E3 ag-1	0	-13	-8	-27	-14	-13	-20	-17	3	15
CF NFkB inh	-5	12	3	27	-7	1	-1	0	-6	12
Shn3 inh set2	1	-4	-11	32	-5	-10	1	7	-27	19
MITF TRPM1 inh	11	5	-1	-3	10	2	-3	5	-15	-6
KKLEB cytotox	0	-14	1	6	9	-1	12	5	-1	-2
Peg3 prom inh	8	5	3	19	-9	14	1	10	-10	-6
HIF-2a inh	19	22	10	2	2	5	14	0	-34	15
Vif inh	10	/	/	-25	/	17	-4	-11	/	7
NR2E3 ag-2	3	2	/	/	/	3	-3	/	3	-2
CaV13 ICDI inh	-2	-22	/	-6	-4	-3	-5	-7	/	-5
